High-throughput results from PubChem BioAssay.
Growth percent in the NCI-60 one-dose screen (48 h, 10 µM unless noted): 100 = growth as untreated, 0 = no growth, -100 = all killed.
HT29: HT29 colon cancer; actives 7.4% (n = 81,000); AID 1794748
SK-OV-3: SK-OV-3 ovarian cancer cells; AID 1794785; actives 3.2% (n = 80,000)
HCT-15: HCT-15 colon cancer; actives 5.2% (n = 82,000); AID 1794746
COLO 205: COLO 205 colon cancer; actives 7.3% (n = 79,000)
HCT-116: HCT-116 colon cancer; actives 7.3% (n = 82,000)
OVCAR-4: OVCAR-4 ovarian cancer cells; actives 3.7% (n = 80,000); AID 1794784
IGROV1: IGROV1 ovarian cancer; actives 4.7% (n = 79,000); AID 1794786
KM12: KM12 colon cancer cells. actives 5% (n = 82,000)
SW-620: SW-620 colon cancer | actives 5.2% (n = 82,000)
* hit, by the source's call; . = not tested or not shown; & = joins results of further samples; [ ] = dose if it differs, or a comment. The calls were made as follows: active = growth percent below 10; inactive = the rest. Compounds as they come; any-hit rate near 12%.

SMILES | HT29 | SK-OV-3 | HCT-15 | COLO 205 | HCT-116 | OVCAR-4 | IGROV1 | KM12 | SW-620
N#CC(Cc1cccc2ccccc12)c1cc2ccccc2[nH]1 (stereo not given) | 95.7 | 84.1 | 88.0 | 105.3 | 83.7 | 95.1 | 86.4 | 88.0 | 89.3
N#CC1=C(N)Oc2c(c(=O)[nH]c3ccc(Cl)cc23)C12c1cc(Br)ccc1-c1ccc(Br)cc12 | 32.5 | 95.9 | 61.4 | 68.2 | 75.3 | 30.2 | 74.2 | 37.8 | 45.2
COc1cc(-c2nnc(CNc3ccc(F)c(Cl)c3)o2)cc(OC)c1OC | 79.8 | 93.9 | 102.5 | 100.7 | 94.1 | 95.2 | 91.2 | 89.1 | 103.2
Cn1c(-c2ccccc2)c(/C=C/C2=[N+](C)c3ccccc3C2(C)C)c2ccccc21 | 0.7* | -9.3* | 38.9 | -83.9* | 9.8* | 12.2 | 33.9 | -22.8* | 14.3
CCOC(=O)CCC(NC(C)=O)(C(=O)OCC)C(=O)OCC | 89.5 | 71.4 | 104.6 | 102.5 | 78.5 | 110.7 | 115.1 | 99.1 | 101.2
O=C(Nc1ccccc1)C(Cl)=C1C(Cl)=C(Cl)C(Cl)=C1Cl | 103.4 | 102.6 | 85.6 | 102.5 | 92.1 | 86.4 | 91.5 | 82.5 | 110.2
CC(C)(C)CC(C)(C)c1ccc(OCCOCCSC(=N)N)cc1 | -7.3* | 55.9 | 1.0* | -80.6* | -65.0* | 33.0 | 54.9 | 36.9 | -2.4*
Cc1cccnc1NC(=O)c1csnn1 | 99.1 | 102.9 | 110.3 | 115.7 | 107.6 | 104.8 | 102.5 | 99.8 | 94.7
N#Cc1ncc(-c2ccc(F)c(F)c2)c(NC2CCCCCC2)n1 | 93.0 | 96.7 | 88.2 | 98.8 | 75.0 | 78.8 | 90.7 | 90.4 | 93.1
CCCn1cc2c(=O)nc3sc(Cc4ccc(C)cc4)c(C)n3c2n1 | 101.1 | 102.7 | 94.6 | 102.1 | 103.5 | 91.9 | 92.0 | 98.2 | 101.7
CC[C@]12C=CCN3CC[C@@]4(c5cc(-c6ccc(NC(=O)[C@H](Cc7cc8ccccc8[nH]7)NC(=O)OCc7ccccc7)cc6)c(OC)cc5N(C)[C@H]4[C@@](O)(C(=O)OC)[C@@H]1OC(C)=O)[C@@H]32 | 100.1 | . | 93.0 | 103.1 | 99.3 | 107.9 | 88.0 | 98.5 | 98.1
OCC1(CO)CCC=CO1 | 105.5 | 119.4 | 104.5 | 121.3 | 102.1 | 111.8 | 100.3 | 105.3 | 96.7
COc1ccccc1Nc1nnc(-c2ccc(F)cc2)o1 | 93.6 | 97.8 | 99.3 | 108.8 | 104.7 | 106.3 | 96.7 | 87.6 | 101.0
CN1CCN(CCOc2ccc(-c3cnc4c(-c5ccccc5F)cnn4c3)cc2)CC1 | -38.0* | 94.2 | 3.1* | -79.3* | 3.7* | 63.6 | 57.3 | 9.4* | -73.8*
O=S(=O)(c1c(F)cccc1F)N1CCN(c2nccc(-c3c(-c4cccc(F)c4)nc4sccn34)n2)CC1 | 96.7 | 125.8 | 90.4 | 106.0 | 92.4 | 88.7 | 83.3 | 100.6 | 94.5
COc1ccc(N2CCN(C(CNC(=O)CC(C)(C)C)c3ccc4c(c3)OCO4)CC2)cc1 (stereo not given) | 101.0 | 101.3 | 98.6 | 102.1 | 98.4 | 100.8 | 99.4 | 99.8 | 106.7
COc1ccc(/C=C2\CCc3ccccc3C2=O)cc1 | 80.4 | 101.6 | 91.3 | 105.5 | 94.3 | 89.6 | 81.8 | 44.6 | 66.9
CC(=O)Nc1ccc(-c2cn(-c3cccc(C(=O)Nc4ccc(N5CCN(C)CC5)cc4)c3)nn2)cn1 | 6.8* | 93.8 | 91.5 | 72.0 | 62.9 | 93.4 | 88.0 | 68.9 | .
CSc1nc(NCCN2CCOCC2)c(C#N)c(-c2cccc([N+](=O)[O-])c2)n1 | 106.1 | 97.8 | 97.4 | 110.5 | 98.8 | 87.3 | 94.9 | 98.7 | 99.8
COc1c(F)ccc(C(=O)Nc2ccc3nc(NC(=O)C4CCCN(S(=O)(=O)c5ccc(Br)c(F)c5)C4)sc3c2)c1F (stereo not given) | 78.2 | 102.1 | 73.6 | 81.8 | 62.7 | 75.4 | 82.2 | 79.2 | 96.5
COc1ccccc1NC(N)=S | 105.8 | 110.3 | 98.9 | 104.2 | 96.4 | 100.1 | 103.0 | 106.7 | 103.0
COc1cc(C2CC(c3cc(OC)c(OC)c(OC)c3)=NN2)ccc1Oc1ccnc2cc(Cl)ccc12 (stereo not given) | 103.2 | 109.4 | 98.1 | 111.3 | 94.7 | 103.9 | 111.4 | 101.9 | 110.8
CCOc1ccccc1Cn1ccnc1CCc1c(Cl)c(O)cc(O)c1C(=O)OC | 94.8 | 91.9 | 104.0 | 101.7 | 89.3 | 114.5 | 94.8 | 98.4 | 104.2
CC1(C)NCCC[C@]2(C)[C@H]3C/C(=N\O)C4[C@@H]5C[C@@](C)(CO)CC[C@]5(C)CC[C@@]4(C)[C@]3(C)CC[C@@H]12 (stereo not given in full) | 88.9 | 106.7 | 93.1 | 102.9 | 86.3 | 99.4 | 96.5 | 103.5 | 102.6
COC(=O)CC(NS(=O)(=O)/N=C1\NC(=O)NC1=C(Cl)Cl)C(=O)OC (stereo not given) | 113.2 | 101.8 | 101.3 | 110.5 | 110.6 | 113.0 | 108.4 | 105.9 | 111.1
COc1cc(CCn2nnc3c(Nc4ccc(N5CCOCC5)cc4)ncnc32)cc(OC)c1 | 99.3 | 111.9 | 93.6 | 94.9 | 100.5 | 91.1 | 110.0 | 81.6 | 90.8
CCOC(=O)c1c2ncccc2n2c(=O)n(C3CCCCC3)nnc12 | 110.9 | 95.4 | 106.2 | 106.0 | 97.8 | 108.2 | 94.9 | 117.8 | 112.9
NC(=O)[C@@H]1Cc2ccccc2CN1C(=O)c1ccc2c(c1)-c1ccccc1C2 | 96.0[50 µM] | 110.6[50 µM] | 86.2[50 µM] | 106.0[50 µM] | 76.1[50 µM] | 74.4[50 µM] | 93.9[50 µM] | 90.7[50 µM] | 96.2[50 µM]
CCCOS(=O)(=O)c1ccccc1 | 109.6 | 91.9 | 102.1 | 107.7 | 107.0 | 123.1 | 104.0 | 102.5 | 100.7
O=C(CCc1nnc2sc(C(c3ccccc3)c3ccccc3)nn12)c1nc2ccccc2[nH]1 | 45.3 | 80.6 | 58.4 | . | 32.3 | 48.5 | 61.5 | 59.9 | 68.8
CCOC(=O)C1=C(C)N=c2s/c(=C\c3cc(Cl)ccc3O)c(=O)n2C1c1ccc(OC)cc1 (stereo not given) | 72.9 | 104.1 | 98.6 | 100.8 | 72.2 | 94.7 | 87.6 | 94.2 | 103.2
Cc1ccc2nc(COc3ccc(C(=O)N/N=C/c4ccc(N(C)C)cc4)cc3)[nH]c2c1 | 90.2 | 61.9 | 74.4 | 94.2 | 66.8 | 86.5 | 67.9 | 87.6 | 104.3
CCCCCc1ccc(S(=O)(=O)Nc2ccc3nc(NC(C)=O)sc3c2)cc1 | 98.8 | 94.3 | 92.1 | 101.0 | 84.7 | 74.4 | 72.0 | 84.5 | 90.4
CCn1c(CN2CCN(Cc3ccccc3)CC2)nc2cc(NC(=O)c3cccs3)ccc21 | -55.6* | -95.1* | 3.5* | -91.3* | 0.3* | -51.2* | -83.0* | -93.5* | -82.8*
CC(=O)c1cc2c(N)c(C(=O)Nc3cccc4c3OCCO4)sc2nc1C | 102.9 | 35.8 | 97.3 | 86.6 | 96.4 | 110.3 | 101.4 | 98.7 | 95.1
Cc1cc(Nc2ccc(Br)cc2)nc(N)n1 | 89.7 | 84.7 | 86.0 | 93.8 | 88.1 | 95.2 | 101.1 | 100.2 | 102.0

One compound at a time, as listed above. Order of screens: HT29, SK-OV-3, HCT-15, COLO 205, HCT-116, OVCAR-4, IGROV1, KM12, SW-620
`COc1ccc(N2CCN(C(CNC(=O)CC(C)(C)C)c3ccc4c(c3)OCO4)CC2)cc1` (stereo not given) is listed as 101.0, 101.3, 98.6, 102.1, 98.4, 100.8, 99.4, 99.8, 106.7
`NC(=O)[C@@H]1Cc2ccccc2CN1C(=O)c1ccc2c(c1)-c1ccccc1C2` is listed as 96.0[50 µM], 110.6[50 µM], 86.2[50 µM], 106.0[50 µM], 76.1[50 µM], 74.4[50 µM], 93.9[50 µM], 90.7[50 µM], 96.2[50 µM]

(further entries)
SMILES | HT29 | SK-OV-3 | HCT-15 | COLO 205 | HCT-116 | OVCAR-4 | IGROV1 | KM12 | SW-620
O=C(CNC(=O)Oc1ccccc1)Nc1ccc(C(=O)O)c(O)c1 | 100.7 | 98.1 | 113.2 | 102.7 | 105.1 | 124.2 | 98.0 | 107.7 | 98.4
CC(C)(O)c1cn(CCCCN2C(=O)C(=O)c3ccccc32)nn1 | 106.8 | 95.7 | 101.4 | 111.6 | 101.1 | 96.5 | 101.7 | 101.4 | 99.6
O=C(Cn1cc(C2CC2)nn1)Nc1nc(-c2ccc(Br)cc2)cs1 | 97.4 | 85.5 | 94.7 | 101.5 | 96.7 | 79.1 | 108.3 | 109.3 | 107.3
CCOc1ccc(Cn2c(-c3cncs3)nc3ccccc32)cc1OCC | 105.1 | 114.8 | 101.8 | 122.8 | 88.3 | 101.4 | 91.0 | 95.5 | 111.6
CCC(Oc1ccc(N)cc1)C(=O)O (stereo not given) | 86.9 | 90.5 | 96.3 | 93.1 | 101.1 | 100.3 | 100.3 | 101.6 | 106.0
Nc1c(C(=O)Nc2ccccc2)oc2ncccc12 | 99.8 | 86.9 | 97.6 | 103.3 | 104.5 | 97.3 | 71.5 | 90.6 | 100.0
O=C1c2ccccc2C(=O)c2c(Nc3cccc(S(=O)(=O)N(CCO)CCO)c3)ccc(O)c21 | 115.1 | 83.0 | 88.0 | 99.6 | 85.9 | 85.0 | 92.8 | 91.8 | 89.5
[O-]/[N+](=C\c1ccccc1)c1ccc(Cl)cc1 | 94.6&97.8 | 99.8&90.1 | 72.8&49.3 | 99.2&87.9 | 79.3&83.9 | 91.0&98.6 | 76.1&71.5 | 30.8&39.1 | 54.3&75.3
COc1cc(-n2cc(-c3ccc(S(C)(=O)=O)cc3)[nH]c2=O)cc(OC)c1OC | 111.5 | 111.8 | 103.2 | 112.5 | 90.6 | 105.0 | 116.9 | 114.8 | 108.1
O=C(c1ccccc1)C1OC1c1ccccc1 (stereo not given) | 108.3 | 110.5 | 93.0 | 121.7 | 92.1 | 86.0 | 118.6 | 108.6 | 106.2
COc1ccc(/C(C)=C(\c2ccc(OCCN3CCCCCC3)cc2)c2ccc(OC(=O)C3CCCCC3)cc2)cc1 | -71.0* | -70.9* | -76.7* | -63.0* | -63.9* | -28.4* | -49.0* | -54.1* | -49.8*
CCCC/C(=C\c1ccc(O)c(OC)c1)C(=O)NC(Cc1ccccc1)C(=O)C(=O)NCCc1ccc(OC)cc1 (stereo not given) | 109.1 | 112.8 | 68.4 | 112.9 | 73.6 | 82.9 | 83.8 | 88.5 | 103.8

4 compounds picked at random from those above, as already listed:
SMILES | HT29 | SK-OV-3 | HCT-15 | COLO 205 | HCT-116 | OVCAR-4 | IGROV1 | KM12 | SW-620
COc1ccc(/C=C2\CCc3ccccc3C2=O)cc1 | 80.4 | 101.6 | 91.3 | 105.5 | 94.3 | 89.6 | 81.8 | 44.6 | 66.9
N#Cc1ncc(-c2ccc(F)c(F)c2)c(NC2CCCCCC2)n1 | 93.0 | 96.7 | 88.2 | 98.8 | 75.0 | 78.8 | 90.7 | 90.4 | 93.1
CCC(Oc1ccc(N)cc1)C(=O)O (stereo not given) | 86.9 | 90.5 | 96.3 | 93.1 | 101.1 | 100.3 | 100.3 | 101.6 | 106.0
CCOc1ccccc1Cn1ccnc1CCc1c(Cl)c(O)cc(O)c1C(=O)OC | 94.8 | 91.9 | 104.0 | 101.7 | 89.3 | 114.5 | 94.8 | 98.4 | 104.2

More structures follow:
SMILES | HT29 | SK-OV-3 | HCT-15 | COLO 205 | HCT-116 | OVCAR-4 | IGROV1 | KM12 | SW-620
Cc1ccc(Cl)c(-c2nn(-c3ccc(S(=O)(=O)NC(=S)NCc4ccccc4)cc3)c(=O)c3ccccc23)c1 | 126.2 | 100.9 | 95.7 | 128.2 | 114.2 | 96.7 | 109.3 | 108.2 | 109.6
CCCCCCCCCCCCCCCCNC(=S)NN | 98.0 | 117.5 | 84.6 | 98.2 | 86.8 | 114.7 | 104.5 | 96.4 | 99.2
O=C(O)CNc1ccc(Cl)cc1 | 108.7 | 82.8 | 80.2 | 106.8 | 85.3 | 94.7 | 100.6 | 108.8 | 103.8
O=S(=O)(NCCNc1cc(-c2c(-c3cccc(O)c3)nc3sccn23)ccn1)c1ccc(F)cc1 | 67.9 | 76.5 | 52.2 | . | 60.4 | 59.8 | 42.5 | 65.1 | 95.1
O=C(Nc1ccc(I)cc1)c1cc([N+](=O)[O-])ccc1O | 48.7 | 38.6 | 36.7 | 37.1 | 19.3 | 30.3 | 39.6 | 21.0 | 35.2
CCOC(=O)/C(C#N)=C/c1cccc([N+](=O)[O-])c1 | 103.8 | 98.6 | 98.5 | 113.2 | 101.5 | 98.7 | . | 107.5 | 102.3
COc1ccc2[nH]c3c(c2c1)CCNC3CC(C)CCC=C(C)C (stereo not given) | 70.7 | 96.7 | 49.4 | 95.0 | 82.5 | 75.9 | 94.2 | 89.6 | 96.9
